Compound activity: PubChem, several laboratories
UTI89 phage lysis: inhibition of K1F phage lysis, E. coli UTI89, bacterial capsule biogenesis inhibitors, alamar blue (AID 488966) | E. coli UTI89 K1F phage lysis, alamar blue, 2 h; higher % means a stronger effect | one-dose inhibition, % at 100 µM; IC50 in µM for titrated hits | 340,000 tested, 0.02% active;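 active = phage lysis inhibition, versus mean bacterial control, above a set limit; inconclusive = no clear call, values can overlap the other calls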;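 note: capsule biogenesis inhibitors block K1F phage lysis so surviving cells raise fluorescence; higher fluorescence means more inhibition of phage lysis; actives were called in the ten point dose series up to 300 µM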
Myeloid diff MLP: compounds promoting myeloid differentiation. AID 624256. calls only at 10 µM. ER-HoxA9 myeloid progenitors, lysozyme-GFP differentiation, flow cytometry. 360,000 tested, 1% active;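 active = normalized GFP-positive differentiation at or above the plate's own cutoff, the solvent-only control mean plus 3 SD; inconclusive = no clear call, values can overlap the other calls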;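 note: cells exposed to compound for four days before flow analysis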
WT yeast gro inh: growth inhibition of WT yeast, mitochondrial fusion screen. AID 1362. inhibition, % at 10 µM. 190,000 tested, 2.1% active. mitochondrial fusion phenotypic screen, WT strain; in the data active = inhibition above about 58%; tested in S. cerevisiae
PMI inhibition: MPI inhibition at elevated mannose 6-phosphate – biochemical, fluorescence intensity, high mannose 6-phosphate, primary screen (AID 1220). inhibition, % at 20 µM; hits with a dose series show IC50 in µM. 190,000 tested, 0.66% active. recombinant PMI enzyme, coupled fluorescence intensity; higher % means a stronger effect
TNAP activation fold: stimulation of alkaline phosphatase TNAP activity – biochemical, luminescent, no phosphate acceptor, uHTS, primary screen (AID 1001); purified TNAP, luminescent activation assay, no phosphate acceptor; higher activation fold means a stronger effect; activation fold at 20 µM, or EC50 in µM where a hit was titrated; 200,000 tested, 0.03% active; in the data active = activation fold from about 3, or a potency from the dose series; inactive = the rest, 99 in 100 with activation fold below about 1.6; note: many of its hits are not listed in these tables
P. falciparum M1AAP: malaria alanyl aminopeptidase activity blockers – biochemical, fluorogenic H-Leu-NHMec substrate, 1536-well (AID 1445); recombinant M1AAP, H-Leu-NHMec fluorogenic kinetic assay; higher % means a stronger effect; inhibition, % at 30 µM; hits with a dose series show IC50 in µM; 220,000 tested, 0.42% active;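 active = primary inhibition above the hit cutoff, then over 50% inhibition at one or more dose response concentrations, cut at about 23% in these data, passing the limit was not always enough; inconclusive = conflicting primary data, or primary hits not chosen for dose response; inactive = low primary inhibition, or under 50% at every dose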;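 note: plate controls were DMSO full reaction for no effect and no enzyme background for full effect; strong numbers were not always called active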
ER stress rescue: protection against thapsigargin-triggered cell killing – 384-well, CSM14.1, ATP luminescence, primary screen (AID 1222); CSM14.1 thapsigargin-induced death rescue, ATP luminescence; higher % means a stronger effect; 190,000 tested, under 10 active; cellular ATP content (survival), % at 20 µM, or EC50 in µM where a hit was titrated;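 active = EC50 below 50 µM in the dose-response confirmation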;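 note: death triggered by thapsigargin at about 15 µM added after 2 h compound pretreatment; cell ATP read after overnight thapsigargin exposure of roughly 18 to 22 hours; normalized against plate controls of thapsigargin alone and 5% DMSO vehicle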
human PMI inhibition: inhibitors of human PMI, primary screen, biochemical, fluorescence intensity, coupled assay (AID 1209) | inhibition, % at 20 µM; hits with a dose series show IC50 in µM | purified PMI enzyme, coupled fluorescence intensity; higher % means a stronger effect | 190,000 tested, 0.42% active;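 note: plate controls were DMSO vehicle for no effect and wells lacking substrate for full effect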
Hep lipid drop: hepatic lipid droplet formation modulation; AID 1656; inhibition, % at 6.5 µM; 240,000 tested, 0.4% active; AML12 mouse hepatocytes, oleate lipid droplets, BODIPY imaging;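 active = lipid droplet intensity inhibited by at least 50%, with more than 500 cells counted; inconclusive = wells with under 300 cells, treated as cytotoxic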
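Material: mouse AML12 hepatocyte cell line, fixed after treatment; Timing: compound with oleate, overnight; Technique: high-content imaging of BODIPY-stained droplets and DAPI nuclei; Probe or stimulus: oleate, 100 µM final; Dosing: compound at 6.5 µM only.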
WT yeast gro inh mutant strain: further read-out of WT yeast gro inh, marked with its call; inhibition, %; mitochondrial fusion phenotypic screen, mutant strain inhibition
Hep lipid drop cells 6.5 µM: recorded beside Hep lipid drop, whose call it bears; cell count; measured here: cell count, cytotoxicity flag;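 cells counted across two imaged fields per well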
Myeloid diff MLP GFP+ MAC1+ %: further read-out of Myeloid diff MLP, marked with its call; GFP+ MAC1+ double positive, %; measured here: differentiation confirmed by MAC1 staining
An asterisk follows results filed as active; i = inactive; ? = inconclusive; / = no result given; + = active, no number; [ ] = another dose, or the depositor's remark. Cut-off read from the data, not from the text of the source, unless noted: active = inhibition above about 50%; inactive = the rest.

SMILES | UTI89 phage lysis | Myeloid diff MLP | Myeloid diff MLP GFP+ MAC1+ % | WT yeast gro inh | WT yeast gro inh mutant strain | PMI inhibition | TNAP activation fold | P. falciparum M1AAP | ER stress rescue | human PMI inhibition | Hep lipid drop | Hep lipid drop cells 6.5 µM
Cc1ccc(-n2nc(C)c3c(C(=O)OCC(=O)N(C)C4CCS(=O)(=O)C4)cc(-c4ccccc4)nc32)cc1 (stereo unspecified) | -0.1% | i | 0.3 | -9 | -10 | -5% | 1.1 | -2% | -0.9% | -5% | -5 | 752
COc1cc2[nH]c(=S)n(C3CCN(Cc4ccccc4)CC3)c(=O)c2cc1OC | 0.1% | i | 0.7 | 4 | 15 | 3% | 1.1 | 3% | -2.8% | 4% | -2 | 734
Cn1c(CN2CCCC2)nc2cc(NC(=O)c3ccco3)ccc21 | 0.4% | i | 1.7 | 16 | 14 | 12% | 1.1 | 1% | -0.3% | 14% | 5 | 671
CCCCN(CC)CCNC(=O)c1nn(-c2ccc(OC)cc2)c(=O)c2c1c1ccccc1n2C | 1.9% | i | 0.3 | 9 | 6 | 0% | 1.1 | 4% | -1.3% | -1% | -7 | 723
COc1ccc(C2C(C#N)=C(C)NC3=C2S(=O)(=O)c2ccccc23)cc1 (stereo unspecified) | 0.7% | i | 0.7 | 58* | 18* | -7% | 1 | -1% | -1.3% | -9% | 14 | 794
COC(=O)c1cc(OC)c(OC)cc1NC(=S)Nc1cccc(C(C)=O)c1 | 0.3% | i | 0.6 | -12 | -2 | -8% | 1 | 14% | -0.7% | 2% | 13 | 655
COC(=O)c1sc(NC(=O)COc2ccc(C)cc2)nc1C | 8.0% | i | 0.9 | 9 | 17 | 4% | 1.2 | 1% | -1.4% | -1% | / | /
COc1ccc(Oc2nc(-c3ccccn3)ncc2OC)cc1 | 0.4% | i | 0.3 | 33 | 33 | 12% | 1.1 | -10% | -0.8% | 2% | -4 | 725
CCOC(=O)c1oc2cccc(O)c2c1CN1CCOCC1 | 1.2% | i | 0.5 | -1 | 0 | -7% | 1.1 | -2% | -1.1% | 3% | / | /
C[C@@H](C(=O)NCc1ccccn1)[C@H]1C[C@]1(C)[C@H](NC(=O)OCc1ccccc1)c1ccccc1 | 1.8% | i | 0.9 | 14 | 3 | 2% | 1 | 6% | 0.7% | -7% | -25 | 688
CN(C)CCN(C)Cc1ccc2c(c1)Cc1ccccc1-2 | / | / | / | / | / | -2% | 1.1 | / | -3.1% | -1% | / | /
Cc1cc(C)n2nc(SCn3nnc4ccccc4c3=O)nc2n1 | 1.0%[50 µM] | i | 3.0 | 10 | -12 | 5% | 1.1 | 4% | 2.2% | -2% | / | /
O=[N+]([O-])c1ccccc1CNc1ccc(F)c(Cl)c1 | -0.1% | i | 0.4 | 26 | 13 | 1% | 1 | -4% | -2.5% | 8% | -25 | 620
CN(C)c1ccc(/C=N/NC(=O)CNC(=O)c2ccc3c(c2)OCCO3)cc1 | 0.2% | i | 0.3 | -4 | 11 | 10% | 1 | 13% | -1.1% | 2% | -8 | 710
CC(=O)Nc1ccc(OC(F)(F)Cl)cc1 | 0.2% | i | 0.1 | 25 | 0 | -2% | 1 | -2% | -0.7% | 4% | 5 | 718
C=CCN(CC=C)Cc1c(C)[nH]c2c(C)c(C)ccc2c1=O | 0.9% | i | 0.1 | 7 | 7 | -7% | 1.1 | / | -1.3% | -4% | 4 | 741
CN(C)c1ccc(C(=S)N2CCOCC2)cc1 | 0.0% | i | 0.8 | 5 | -7 | 16% | 1.1 | 6% | -0.4% | 10% | / | /
COc1ccc(-n2c(Cc3cccn3C)nnc2SCC(=O)Nc2cccc(F)c2)cc1 | -2.2% | i | 3.1 | 3 | -16 | -2% | 1 | 8% | / | 8% | 1 | 628
CCCc1ccc(OC(=O)c2ccc(O)cc2Cl)cc1 | 1.1% | i | 0.1 | 71 | 80 | 9% | 1.1 | 1% | -0.5% | 8% | -14 | 714
Brc1ccc(-c2noc(COc3ccc4c(c3)CCC4)n2)o1 | -2.6% | i | 1.1 | 29 | 4 | 14% | 1.1 | -1% | / | 14% | 4 | 635
CCC(C)(C)NC(=O)C(c1ccco1)N(C(=O)c1csnn1)c1cccc(F)c1 (stereo unspecified) | -0.1% | + | 2.5* | 3 | 8 | -2% | 1.1 | 6% | -1.1% | -1% | / | /
CC1(OC(=O)CCc2ccccc2)C(=O)C=C2C=C(c3ccc(C#N)cc3)N(C3CCCCC3)C=C2C1=O (stereo unspecified) | 2.5% | i | 2.0 | / | / | / | / | 3% | / | / | 12 | 772
CC(=O)Nc1ccc(NC(=O)Cn2c(=O)n(-c3ccc(C)cc3)c(=O)c3oc4ccccc4c32)cc1 | 1.2%[50 µM] | i | 0.0 | -7 | 8 | 8% | 1.1 | -3% | -1.9% | 6% | 1 | 737
COc1ccc(CNc2ncnc(N)n2)cc1 | 1.3% | i | 1.3 | / | / | -9% | 1.2 | 8% | -0.8% | -5% | 2 | 743
CCOC(=O)c1c(-c2cccc3ccccc23)csc1NC(=O)C1C2CCC(O2)C1C(=O)O (stereo unspecified) | -1.9% | i | 0.6 | 8 | -3 | 15% | 1 | 6% | 0.1% | 1% | -15 | 571
O=C(CN1C(=O)S/C(=C\C=C\c2ccccc2)C1=O)Nc1ccccc1C(=O)O | -1.6%[50 µM] | i | 0.3 | / | / | / | / | ? | / | / | 18 | 754
Cc1nn(C(C)C(=O)NCc2ccccc2Cl)c(=O)c2c1sc1ccccc12 (stereo unspecified) | 0.0% | i | 0.5 | 10 | -12 | 2% | 1 | 11% | -0.8% | 11% | -17 | 772
O=C(NN=C1CCCC1)c1cc(-c2ccc(F)cc2)nc2ccccc12 | 0.2% | i | 0.2 | -3 | -5 | 2% | 1.6 | 4% | -0.6% | -2% | 8 | 670
CCOc1cc(-c2noc(CCC(=O)N3CCOCC3)n2)ccc1OC | -0.1% | i | 0.8 | -1 | -7 | 4% | 1.1 | -2% | -0.3% | 3% | / | /
O=C(Cn1nc(C(=O)O)c2ccccc2c1=O)NCc1ccco1 | -1.1% | i | 0.3 | -4 | 7 | 1% | 1.1 | 2% | -1.7% | -11% | 25 | 684
O=C(/C=C/c1ccco1)N1CCN(c2ccccc2)CC1 | 0.0% | i | 0.4 | 6 | -4 | 14% | 1.2 | 1% | -1.5% | 6% | -17 | 617
O=C(Nc1cnn(Cc2ccc(F)cc2)c1)C(c1ccccc1)c1ccccc1 | 0.2%[50 µM] | i | 0.5 | 20 | 19 | 4% | 0.9 | -3% | -1.0% | 16% | -5 | 673
O=C(O)c1cccnc1SCc1cccc(Cl)c1 | -0.3% | i | 0.3 | -11 | 11 | -23% | 1.1 | 5% | -9.6% | -28% | 13 | 669
Cc1[nH]c2ccccc2c1SCC(=O)N1CCCCC1 | 0.2% | i | 0.5 | -3 | -27 | 2% | 1 | 21% | 2.0% | 3% | 0 | 702
COc1ccc(NC(=S)N2CCN(C/C=C/c3ccccc3)CC2)cc1 | 0.1% | i | 0.0 | 15 | 10 | 10% | 1.1 | 3% | 2.8% | 21% | -12 | 704
Cc1ccc2c(c1)C1CN(C)CCC1N2CC(=O)N(C)c1ccccc1 (stereo unspecified) | 4.7% | i | 6.2 | -12 | 7 | 13% | 1.2 | -1% | -1.0% | 7% | / | /
O=C(C1=C[C@@H]2[C@H]3C(=O)N(c4ccccc4)C(=O)[C@H]3[C@@H](C(=O)c3ccc(Cl)cc3)N2C=C1)c1ccccc1 | / | / | / | 0 | -2 | -33% | 1.1 | 8% | -3.5% | -35% | -2 | 497
CCN1CCN(CCNC(=O)Nc2ccc([N+](=O)[O-])cc2)CC1 | -0.3% | i | 0.3 | 21 | 6 | 10% | 1 | 8% | 0.8% | 3% | -8 | 677
CCOc1ccccc1N(CC(=O)NC1CCCCC1)C(=O)c1nsc(Cl)c1Cl | -0.2% | i | 0.5 | 12 | 0 | 8% | 1 | 2% | 5.7% | -1% | -21 | 739
CCCCn1c(/N=C/c2c[nH]c3ccccc23)nc2ccccc21 | -0.1%[50 µM] | i | 1.2 | -20 | -2 | 19% | 1 | ? | -1.8% | 26% | / | /
Cc1[nH]c(C)c2c(=O)[nH]ncc12 | -0.7% | i | 0.3 | / | / | / | / | -4% | / | / | 33 | 710
Cc1c(N2C(=O)CSC2c2ccco2)c(=O)n(-c2ccccc2)n1C (stereo unspecified) | -0.1% | i | 0.5 | / | / | / | / | 6% | / | / | -30 | 705
O=C(NCc1ccc2c(c1)OCO2)c1ccc(NC(=O)C2CCCO2)cc1 (stereo unspecified) | 1.4% | i | 0.3 | 2 | 1 | 2% | 1.1 | 0% | 0.0% | 5% | -1 | 730
Cc1ccc(S(=O)(=O)N2CCCN(S(=O)(=O)c3ccc(C(F)(F)F)cc3)CC2)cc1 | 0.9% | i | 4.7 | 5 | 0 | 1% | 1 | 10% | 1.5% | -10% | / | /
COc1cccc(-c2nnc(SCC(=O)OC(C)C)n2N)c1 | 3.8% | i | 6.8 | -9 | -3 | -17% | 1 | -1% | 1.1% | -14% | / | /
O=C(Nc1ccc(Cl)cn1)c1ccccc1[N+](=O)[O-] | -0.1% | i | 0.3 | 4 | 18 | -5% | 1.1 | 1% | 0.1% | -6% | 6 | 761
CCC1(C)C(Nc2c(C)cccc2C)=NC(=S)N1c1ccc(NC(C)=O)cc1 (stereo unspecified) | -0.2%[50 µM] | i | 0.3 | -6 | -6 | -1% | 1.1 | 4% | -1.2% | 9% | -4 | 640
Cc1ccc(N(C(C)C(=O)Nc2c(C)n(C)n(-c3ccccc3)c2=O)S(C)(=O)=O)cc1C (stereo unspecified) | -1.4% | i | 0.1 | -10 | -15 | -2% | 1.2 | 3% | -0.1% | -4% | 2 | 722

3 entries from above, sorted by the value under P. falciparum M1AAP, rising.
canonical_smiles,Myeloid diff MLP GFP+ MAC1+ %,WT yeast gro inh mutant strain,PMI inhibition,TNAP activation fold,P. falciparum M1AAP,human PMI inhibition
O=C(NCc1ccc2c(c1)OCO2)c1ccc(NC(=O)C2CCCO2)cc1 (stereo unspecified),0.3,1,2%,1.1,0%,5%
O=C(Nc1ccc(Cl)cn1)c1ccccc1[N+](=O)[O-],0.3,18,-5%,1.1,1%,-6%
Cc1ccc(N(C(C)C(=O)Nc2c(C)n(C)n(-c3ccccc3)c2=O)S(C)(=O)=O)cc1C (stereo unspecified),0.1,-15,-2%,1.2,3%,-4%
